Assay outcomes (PubChem BioAssay)
DNMT1 block = human DNMT1 methyltransferase inhibitors, primary screen, biochemical, molecular beacon, fluorescence, HinP1I cleavage, uHTS | DNA (cytosine-5)-methyltransferase 1 (Homo sapiens), P26358 | inhibition (reported as % activation of signal), % at 10 µM | actives 0.83% (n = 360,000) | AID 588458, 2011; in the data active = inhibition above about 50%
Rin1-Abl PPI inh = inhibitors of Rin1-Abl protein binding, primary screen, biochemical, TR-FRET. inhibition, % at 7.35 µM. actives 0.4% (n = 360,000). AID 588664, 2011; in the data active = inhibition above about 5%, passing the limit was not always enough
CSN inh = inhibitors of CSN-mediated cullin deneddylation, primary screen, biochemical, fluorescence polarization, uHTS; inhibition, % at 12.5 µM; actives 0.38% (n = 360,000); Purified CSN, SCF-Nedd8-OG deneddylation;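 active = pattern-corrected inhibition above about 35%, with an unprinted fluorescence ratio check between 0.5 and 1.5, limit read from the data, passing the limit was not always enough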;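 also: 0% = enzyme with substrate and 100% = substrate without enzyme; some results filed as inactive read as strong as hits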
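Material: human Csn5 produced in HEK293T cells; Input: enzyme 0.24 nM; Reagent: SCFSkp2-Nedd8OG substrate at 10 nM final; Dosing: 12.5 µM compound; Incubation: 90 min reaction at room temperature; Detection: fluorescence polarization of the substrate; Evaluation: % inhibition of substrate cleavage by Csn5; Control set: substrate-only high control, full reaction low control.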
Neddyl block = inhibitors of cullin neddylation, primary screen, biochemical, TR-FRET, uHTS, NAE and Ubc12; calls only at 25 µM; actives 0.58% (n = 360,000); in the data active = inhibition above about 36%
STEP inh = STEP phosphatase inhibitors, primary screen, biochemical, fluorescence intensity, uHTS. inhibition, % at 20 µM. recombinant STEP, OMFP fluorogenic substrate. AID 588621, 2011. actives 0.25% (n = 360,000);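 active = inhibition at 20 µM, scaled per plate between control wells, above about 37%, limit read from the data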;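 also: 0% = DMSO with enzyme and substrate and 100% = substrate only without enzyme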
Target sequence (P54829 whole entry, looked up): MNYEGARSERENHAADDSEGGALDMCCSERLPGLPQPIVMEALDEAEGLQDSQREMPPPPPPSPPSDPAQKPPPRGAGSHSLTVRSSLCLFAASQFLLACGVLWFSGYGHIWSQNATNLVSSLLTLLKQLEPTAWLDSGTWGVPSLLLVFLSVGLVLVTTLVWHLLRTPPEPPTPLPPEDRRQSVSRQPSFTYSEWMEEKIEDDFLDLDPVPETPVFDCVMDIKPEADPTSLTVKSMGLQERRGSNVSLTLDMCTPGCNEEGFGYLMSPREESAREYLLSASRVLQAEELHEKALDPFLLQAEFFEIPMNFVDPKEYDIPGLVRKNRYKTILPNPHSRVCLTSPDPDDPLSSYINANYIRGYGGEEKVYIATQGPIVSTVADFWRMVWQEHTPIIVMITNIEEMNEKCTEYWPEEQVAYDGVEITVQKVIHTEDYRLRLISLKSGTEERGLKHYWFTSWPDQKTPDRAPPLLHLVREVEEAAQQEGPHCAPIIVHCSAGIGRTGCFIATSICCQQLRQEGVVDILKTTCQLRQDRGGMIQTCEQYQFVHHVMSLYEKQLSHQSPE
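Also added – OMFP at 25 µM · Test system – STEP tyrosine phosphatase · Technique – FITC-channel fluorescence of OMFP product · Schedule – 20 min at room temperature, dark · Evaluation – control-normalized % inhibition with plate pattern correction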
NadD inh = inhibitors of S. aureus NadD, primary screen, biochemical, colorimetric, uHTS; Nicotinate-nucleotide adenylyltransferase NadD (Staphylococcus aureus N315); purified NadD enzyme, colorimetric absorbance read-out; inhibition, % at 20 µM; actives 0.78% (n = 360,000); in the data active = inhibition above about 26%; also: some compounds past the cut are filed as inactive
Scp1 inh = Scp-1 phosphatase inhibitors, primary screen, biochemical, colorimetric, uHTS | Recombinant Scp1, phosphopeptide, malachite green phosphate absorbance | actives 0.88% (n = 340,000) | inhibition, % at 20 µM | Carboxy-terminal domain RNA polymerase II polypeptide A small phosphatase 1 (Homo … | AID 493091, 2011;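 active = inhibition above about 50% at 20 µM, limit read from the data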;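 also: plate controls were DMSO wells with enzyme for no effect and wells lacking enzyme for full effect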
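Incubation: 45 min enzyme reaction at room temperature / System: truncated SCP-1 phosphatase (76-261aa) / Reagent: Phospho 17-mer peptide substrate / Buffer or medium: Acidic Tris acetate buffer with magnesium and detergent / Signal: absorbance at 630 nm / Doses: one concentration, 20 µM, with 1.0% DMSO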
SUMO1-SIM PPI = modulators of SUMO1 protein-protein interactions, primary screen, biochemical, uHTS | Small ubiquitin-related modifier 1 (Homo sapiens), P63165 | SUMO1 binding to a labelled peptide, TR-FRET, 1 h | inhibition, % at 20 µM | actives 0.33% (n = 360,000) | AID 602429, 2012; in the data active = inhibition above about 37%
Rpn11 block = Rpn11 (PSMD14) deubiquitinase inhibitors, primary screen, biochemical, fluorescence polarization, uHTS | human 26S proteasome, Ub4-pepOG fluorescence polarization; 20S core pre-blocked with epoxomicin | calls only at 20 µM | actives 0.59% (n = 360,000);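 active = inhibition at 20 µM, scaled to each plate's controls, above about 33%, limit read from the data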
Target sequence (O00487 whole entry, looked up): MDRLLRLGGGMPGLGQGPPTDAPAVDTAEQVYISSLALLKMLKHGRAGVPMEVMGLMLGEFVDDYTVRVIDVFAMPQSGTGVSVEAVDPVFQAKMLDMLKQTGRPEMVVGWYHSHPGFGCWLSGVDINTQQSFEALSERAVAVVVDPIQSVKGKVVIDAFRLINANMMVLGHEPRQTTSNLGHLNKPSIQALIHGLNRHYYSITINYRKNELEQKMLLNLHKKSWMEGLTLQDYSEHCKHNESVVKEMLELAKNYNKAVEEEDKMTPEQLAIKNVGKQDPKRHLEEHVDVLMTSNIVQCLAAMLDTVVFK
LMPTP block = LMPTP phosphatase inhibitors, primary screen, biochemical, fluorescence intensity, uHTS | recombinant LMPTP-A, OMFP fluorogenic substrate | actives 0.22% (n = 360,000) | inhibition, % at 20 µM;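 active = compounds that cut the enzyme signal by at least half of the control window in the single-dose screen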;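 also: plate controls were DMSO wells with enzyme plus substrate for no effect and substrate without enzyme for full effect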
Target sequence (P24666 whole entry, looked up): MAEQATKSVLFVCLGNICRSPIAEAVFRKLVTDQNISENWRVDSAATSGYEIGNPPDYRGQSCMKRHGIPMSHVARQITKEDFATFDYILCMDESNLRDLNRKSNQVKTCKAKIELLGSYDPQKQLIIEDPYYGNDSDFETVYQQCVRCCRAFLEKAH
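Assay system: LMPTP-A enzyme. Input: 0.625 nM LMPTP-A final. Probe or stimulus: 400 µM OMFP. Compound dosing: single 20 µM dose. Schedule: 50 min dark incubation at room temperature. Detection: fluorescence intensity of OMFP turnover product. Read-out: percent inhibition versus substrate-only and uninhibited controls. Benchmarks: no-enzyme low control, uninhibited high control.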
Active calls of the source: *; i = inactive; / = no result given; + = active, no number.

Start of the data: the first 7 compounds, ahead of the listing:
Abbreviations: A = DNMT1 block; B = Rin1-Abl PPI inh; C = CSN inh; D = Neddyl block; E = STEP inh; F = NadD inh; G = Scp1 inh; H = SUMO1-SIM PPI; I = Rpn11 block; J = LMPTP block
> Cc1ccc(C(=O)N2CCC3CC2c2cc(-c4ccc5c(c4)OCO5)ccc23)cc1 (stereo not given)
  A = -7; B = -4; C = -4; D = i; E = 0; F = 8; G = 0; H = 4; I = i; J = 11

> CCOc1ccc(-n2c(SCC(=O)NC3CCS(=O)(=O)C3)nnc2-c2cccnc2)cc1 (stereo not given)
  A = 1; B = 5.7*; C = 2; D = i; E = 1; F = 0; G = -5; H = 0; I = i; J = -2.2

> Nn1c(SCC(=O)NC(=O)NC2CCCC2)nnc1-c1ccccc1F
  A = 1; B = -1; C = 6; D = i; E = -4; F = 3; G = -4; H = 0; I = i; J = -1.6

> COc1ccc(S(=O)(=O)N2CCOCC2)cc1NC(=O)c1ccncc1
  A = 3; B = 2; C = 1; D = i; E = -1; F = -1; G = -12; H = 5; I = i; J = -0.7

> O=C(CN1CCN(Cc2ccccc2)CC1)N/N=C/C=C/c1ccccc1[N+](=O)[O-]
  A = -8; B = -5; C = -2; D = i; E = 1; F = 9; G = -7; H = -21; I = i; J = -2.2

> O=C(O)c1ccc(CNCc2cccc(Cl)c2Cl)cc1
  A = -2; B = -2; C = 2; D = i; E = -1; F = -4; G = -4; H = -2; I = i; J = -1.5

> COc1cccc(C2c3[nH]c4ccccc4c3CCN2Cc2cnn(C)c2)c1 (stereo not given)
  A = -3; B = -2; C = 2; D = /; E = -2; F = 1; G = -14; H = -7; I = i; J = 11

This part in full, repeating the preview:
Abbreviations: A = DNMT1 block; B = Rin1-Abl PPI inh; C = CSN inh; D = Neddyl block; E = STEP inh; F = NadD inh; G = Scp1 inh; H = SUMO1-SIM PPI; I = Rpn11 block; J = LMPTP block
> Cc1ccc(C(=O)N2CCC3CC2c2cc(-c4ccc5c(c4)OCO5)ccc23)cc1 (stereo not given)
  A = -7; B = -4; C = -4; D = i; E = 0; F = 8; G = 0; H = 4; I = i; J = 11

> CCOc1ccc(-n2c(SCC(=O)NC3CCS(=O)(=O)C3)nnc2-c2cccnc2)cc1 (stereo not given)
  A = 1; B = 5.7*; C = 2; D = i; E = 1; F = 0; G = -5; H = 0; I = i; J = -2.2

> Nn1c(SCC(=O)NC(=O)NC2CCCC2)nnc1-c1ccccc1F
  A = 1; B = -1; C = 6; D = i; E = -4; F = 3; G = -4; H = 0; I = i; J = -1.6

> COc1ccc(S(=O)(=O)N2CCOCC2)cc1NC(=O)c1ccncc1
  A = 3; B = 2; C = 1; D = i; E = -1; F = -1; G = -12; H = 5; I = i; J = -0.7

> O=C(CN1CCN(Cc2ccccc2)CC1)N/N=C/C=C/c1ccccc1[N+](=O)[O-]
  A = -8; B = -5; C = -2; D = i; E = 1; F = 9; G = -7; H = -21; I = i; J = -2.2

> O=C(O)c1ccc(CNCc2cccc(Cl)c2Cl)cc1
  A = -2; B = -2; C = 2; D = i; E = -1; F = -4; G = -4; H = -2; I = i; J = -1.5

> COc1cccc(C2c3[nH]c4ccccc4c3CCN2Cc2cnn(C)c2)c1 (stereo not given)
  A = -3; B = -2; C = 2; D = /; E = -2; F = 1; G = -14; H = -7; I = i; J = 11

> Cc1cccc(Cn2c(N3CCN(CCO)CC3)nc3c2c(=O)[nH]c(=O)n3C)c1
  A = 5; B = -2; C = 0; D = i; E = -7; F = -2; G = 5; H = 4; I = i; J = -2.9

> COc1ccc(C)cc1NC(=O)CN1CCN(S(=O)(=O)c2ccc(C(C)C)cc2)CC1
  A = -4; B = -1; C = 3; D = i; E = 7; F = 9; G = -1; H = 1; I = i; J = 6.2

> O=C(O)c1cccc(N/N=C/c2cn(-c3ccccc3)nc2-c2cccs2)c1
  A = -30; B = -1; C = 7; D = i; E = -2; F = 9; G = -2; H = 17; I = i; J = 1.6

(more compounds)
Abbreviations: A = DNMT1 block; B = Rin1-Abl PPI inh; C = CSN inh; D = Neddyl block; E = STEP inh; F = NadD inh; G = Scp1 inh; H = SUMO1-SIM PPI; I = Rpn11 block; J = LMPTP block
> Cc1c(-c2nnnn2-c2ccc(F)cc2)cnc2cc3c(cc12)OCO3
  A = 1; B = 2; C = -3; D = i; E = 2; F = -3; G = -2; H = -1; I = i; J = -1.3

> O=[N+]([O-])c1ccc(N2CCN(S(=O)(=O)c3ccccc3)CC2)cc1NCC1CCCO1 (stereo not given)
  A = 5; B = -1; C = -10; D = i; E = 1; F = -5; G = -12; H = -4; I = i; J = 1.8

> COc1ccccc1-c1csc(C(C)(O)c2ccccc2)n1 (stereo not given)
  A = -3; B = -4; C = 4; D = i; E = -2; F = 1; G = /; H = 2; I = i; J = 0.9

> O=C(CSc1n[nH]c(=O)n1-c1cccnc1)Nc1ccccc1
  A = 4; B = -3; C = 1; D = i; E = -2; F = -3; G = 4; H = -12; I = i; J = -2.2

> CCNC(=O)C1CCCN(C(=O)c2cccc(OC(F)(F)F)c2)CC1 (stereo not given)
  A = -1; B = -1; C = 0; D = i; E = -1; F = 0; G = /; H = -6; I = i; J = -1.7

> Cc1nnsc1C(=O)N1CCC(C(=O)c2ccccc2)CC1
  A = -4; B = 1; C = 3; D = i; E = -1; F = 4; G = -9; H = 5; I = i; J = 2.0

> CC(C)c1ccc(C(=O)OCC(=O)NC2CCCC2)cc1
  A = -1; B = 1; C = 3; D = i; E = -3; F = -5; G = -4; H = 2; I = i; J = 3.2

> COc1ccc(NC(=O)CN(C)S(=O)(=O)c2cnc[nH]2)cc1
  A = 9; B = 1; C = -4; D = i; E = -1; F = -4; G = 8; H = 4; I = i; J = -1.5

> CC(C)=NOC(=O)c1ccc(-c2ccccc2)cc1
  A = 26; B = -1; C = -2; D = i; E = 0; F = 8; G = -2; H = -4; I = i; J = 1.0

> Nc1ncnc(N2CCOCC2)c1N
  A = 0; B = 0; C = 5; D = i; E = 1; F = 1; G = -15; H = 2; I = i; J = -1.5

The list continues.
Abbreviations: A = DNMT1 block; B = Rin1-Abl PPI inh; C = CSN inh; D = Neddyl block; E = STEP inh; F = NadD inh; G = Scp1 inh; H = SUMO1-SIM PPI; I = Rpn11 block; J = LMPTP block
> Cc1cc(C)n(-c2nc3ccccc3c(=O)n2OC2CCCCC2)n1
  A = 2; B = -1; C = 4; D = i; E = -1; F = 0; G = -1; H = -1; I = i; J = 0.3

> O=C(CSc1ncccn1)N/N=C/c1ccc2c(c1)OCO2
  A = 1; B = -2; C = 0; D = i; E = 1; F = 0; G = -2; H = -21; I = i; J = -0.5

> O=C(NCCC(=O)N1CCC2(CC1)NCCc1[nH]cnc12)c1cccc(C(F)(F)F)c1
  A = 0; B = 0; C = 0; D = i; E = 1; F = -8; G = -11; H = 0; I = i; J = -2.1

> CC(C)(C)OC(=O)N1CCC(c2c(C(=O)N3CCN(C(=O)c4ccco4)CC3)cnn2-c2ccc(F)cc2F)CC1
  A = 2; B = 4; C = -2; D = i; E = 1; F = -1; G = 28; H = 1; I = i; J = -0.6

> OCC[C@@H]1C[C@H](O)[C@@H](O)[C@@]2(CCCc3ccccc3O2)O1
  A = 4; B = -3; C = -2; D = i; E = 1; F = -2; G = -6; H = 1; I = i; J = -0.9

> NS(=O)(=O)c1ccc(NC(=S)NC(=O)c2ccco2)cc1
  A = 0; B = 2; C = -4; D = i; E = 0; F = -5; G = 0; H = -1; I = i; J = -1.6

> CC(Oc1ccccc1)C(=O)NC1=NCCS1 (stereo not given)
  A = 2; B = -1; C = -3; D = i; E = -3; F = -2; G = 1; H = 0; I = i; J = 0.4

> O=C(COC(=O)c1ccc(O)cc1)NC(=O)NCc1ccccc1
  A = 4; B = 1; C = 3; D = i; E = -4; F = -5; G = -3; H = 2; I = i; J = -0.9

> CC(Sc1nnc(-c2ccco2)n1N)C(=O)NC1CCCCC1C (stereo not given)
  A = 3; B = -2; C = 3; D = i; E = 1; F = -1; G = 4; H = 4; I = i; J = 0.1

> Cc1cccc(OCC(=O)NNC(=O)c2cc(S(=O)(=O)N(C)C)ccc2N2CCCC2)c1
  A = 2; B = 2; C = 0; D = i; E = 0; F = -1; G = -8; H = -1; I = +; J = -1.1

(listing goes on)
Abbreviations: A = DNMT1 block; B = Rin1-Abl PPI inh; C = CSN inh; D = Neddyl block; E = STEP inh; F = NadD inh; G = Scp1 inh; H = SUMO1-SIM PPI; I = Rpn11 block; J = LMPTP block
> O=C(NC(Cc1ccccc1)C(=O)N1CCCC(C(F)(F)F)C1)c1ccccc1 (stereo not given)
  A = 0; B = 2; C = -4; D = i; E = -1; F = -3; G = -8; H = 2; I = i; J = 0.4

> COC(=O)C1=C(C)N=C2SC(C#N)=C(N)N2C1c1ccc(OCc2ccccc2)cc1 (stereo not given)
  A = -9; B = -2; C = 3; D = +; E = -1; F = 16; G = -2; H = 0; I = i; J = 2.5

> CSc1cccc(NC(=O)c2cc(S(=O)(=O)N3CCCCC3)c[nH]2)c1
  A = 3; B = -7; C = -2; D = i; E = 2; F = 0; G = -10; H = 0; I = i; J = 0.3

> CCC1(c2ccccc2)NC(=O)N(CC(=O)Nc2ccc3c(C)cc(=O)oc3c2)C1=O (stereo not given)
  A = 5; B = -7; C = 1; D = /; E = -1; F = 8; G = 10; H = 1; I = i; J = 0.8

> Cc1cc(NC(=O)C(C)SCC(=O)N(C)CC(=O)Nc2ccc(F)cc2)no1 (stereo not given)
  A = 0; B = 3; C = 1; D = i; E = -3; F = -4; G = -4; H = 10; I = i; J = 1.1

> O=S(=O)(c1ccc(SCc2cccc(Cl)c2)nc1)N1CCCC1
  A = -2; B = -4; C = -4; D = i; E = 4; F = 0; G = -13; H = -4; I = i; J = 4.2

> COc1ccc(-c2nn(-c3ccccc3)cc2/C=N/O)cc1
  A = -3; B = -2; C = 5; D = i; E = 1; F = -1; G = -7; H = 3; I = i; J = 0.6

> Cc1ccc(N(CC(O)CN2CCCC2)S(=O)(=O)c2ccccc2)cc1 (stereo not given)
  A = -3; B = 9; C = 0; D = i; E = 0; F = -1; G = 7; H = 2; I = i; J = -0.1

> COc1ccc(NC(=O)CN(C)C(=O)c2ccccc2CCc2ccccc2)cc1
  A = 5; B = 5; C = 2; D = i; E = -2; F = -11; G = -5; H = -3; I = i; J = 1.7

> COc1ccc(N2CCN(c3nccs3)CC2)cc1
  A = 0; B = 1; C = -1; D = i; E = -1; F = 3; G = 1; H = -3; I = i; J = 1.7

> Cc1ccc2c(C)c(C(=O)Nc3c(C)n(C)n(-c4ccccc4)c3=O)oc2c1C
  A = 2; B = 1; C = -6; D = i; E = -1; F = 2; G = -3; H = -1; I = i; J = -0.9
